Bioassay records (PubChem BioAssay)
Growth percent in the NCI-60 one-dose screen (48 h, 10 µM unless noted): 100 = growth as untreated, 0 = no growth, -100 = all killed.
HL-60(TB): HL-60(TB) leukemia cells | 9% of 78,000 active; active = growth percent below 10
* marks the source's active call; other numbers are inactive results; & = joins results of further samples. The list is partial, so the mix of outcomes need not match the whole.

SMILES	HL-60(TB)
O=S(=O)(O)c1ccc2c3c(ccc(Cl)c13)CC2	110
O=C1c2cccc(NCCN=Cc3ccccc3O)c2C(=O)c2c(NCCN=Cc3ccccc3O)cccc21	32
CCc1c2c(c(C)c3c1oc1cc(OC)ccc13)C(=O)N(N)C2=O	92
Cc1cc[n+](CCCCCCCCCC[n+]2ccc(C)cc2)cc1	95
Cc1ccccc1C1CC(c2cccc(OCCCCOc3cccc(C4=NOC(c5ccccc5C)C4)c3)c2)=NO1 (stereo unspecified)	76
FC(F)(F)c1ccc(-c2cncnc2NC2CCCCCC2)cc1	90
NS(=O)(=O)c1ccc(Nc2nc3n[nH]c(Nc4ccccc4)c3c(=O)[nH]2)cc1	101
O=C(/C=C/c1ccc(F)cc1)c1nc2ccccc2n1Cc1ccc(F)cc1	7.0*
CS(=O)(=O)Nc1ccc(-c2ccc3c(c2)ncn3-c2ccc(NC(=O)Nc3ccc(Cl)c(C(F)(F)F)c3)cc2)cc1	-42*
Cc1ccc(S(=O)(=O)O)c(C)c1Br	102
CSc1ccccc1NC(=O)c1ccc2nnn(/C(C#N)=C/c3ccccn3)c2c1	-31*
COC(=O)c1ncoc1C(NC(=O)c1ccccc1)=C(Cl)Cl	79
COc1ccc(C(=O)CSc2nc(Nc3cccc(S(N)(=O)=O)c3)c3ccccc3n2)cc1	92
NNC(=O)CCc1ccc2ccc3ccccc3c2c1	107
Fc1ccc(Cc2nnc(NC(=S)Nc3ccccc3)s2)cc1	103
C#C[C@]1(O)CC[C@H]2[C@@H]3CC=C4c5sc(-c6cccc(F)c6)nc5CC[C@]4(C)[C@H]3CC[C@@]21C	80
COC(=O)C1CC2(C(=O)OC)CC(C(=O)OC)(CC(C(=O)OC)C2=O)C1=O (stereo unspecified)	94&96
COc1cc(OC)c(C(=O)/C=C/c2ccc(OC)c(OC)c2)c(OC)c1	74
COc1ccc(-c2cc(-c3cccn3C)c(C#N)c(=O)n2N=O)cc1OC	105
O=C1CC2(CCCC2)Oc2cccnc21	98
Cc1cc(Nc2cccc(Cl)c2)nc(N)n1	101
NC(=O)CSc1oc(-c2ccccc2)nc1S(=O)(=O)c1ccccc1	59
CCN(CC)c1ccc(/C=N/NC(=O)c2ccc(Nc3ccnc(C(F)(F)F)c3)cc2)c(O)c1	53
COc1ccc(-c2cc(-c3ccc(Cl)cc3)nc(SCCCC(=O)O)n2)cc1OC	89
COc1ccc(C(SCCNCc2cc(N(C)C)ccn2)(c2ccccc2)c2ccccc2)cc1	-44*
COc1ccc2nc3cc(Cl)ccc3c(N3CCN(c4ccnc(N5CCCC5)n4)CC3)c2c1	106
O=C(O)c1cc(O)ccc1N=Nc1ccccc1	90
Clc1cc(Cl)nc(N2CC2)n1	62
Nc1nc2[nH]cc(CCc3ccc(C(=O)N[C@@H](CCc4nn[nH]n4)c4nn[nH]n4)cc3)c2c(=O)[nH]1	88
O=C1/C(=C/c2ccc(F)cc2)COc2ccc(O)c(O)c21	-17*
N[C@H](Cc1cc(I)c(Oc2ccc(O)c(I)c2)c(I)c1)C(=O)O	101
COc1nc2c(c(=O)[nH]1)C(c1ccc(F)cc1)C=C(C(=O)O)N2 (stereo unspecified)	116
COc1ccc(-n2c(N)c(C(=O)NCCN3CCOCC3)c3nc4ccccc4nc32)cc1OC	50
CCCC(CCC)C(=O)OCc1cn(-c2c3ccccc3nc3ccccc23)nn1	96
CCC1(CC)C(=O)NC(=O)NC1=O	89
COc1ccc(CCNC(=O)[C@H](O)[C@@H](N)Cc2ccccc2)cc1OC	107
CN1CCN(CC(=O)N2c3cccc4cccc(c34)N(C(=O)CN3CCN(C)CC3)C2c2cn(-c3ccccc3)nc2-c2cccc([N+](=O)[O-])c2)CC1	-60*
C=CCNC(=S)Nc1cccc([N+](=O)[O-])c1	87
Cc1noc(C)c1-c1ccc(=O)n(Cc2cccc3cccnc23)n1	84
Nc1c(C(=O)O)c(Br)cc2c1C(=O)c1ccccc1C2=O	100
Nc1nn2c(-c3ccc(Cl)cc3)ccnc2c1N=Nc1ccc(S(N)(=O)=O)cc1	101
CC(C)Nc1ncccn1	103
COc1ccc(NC(=O)CSc2nc3ccccc3c(=O)n2C)cc1	100
COc1cc(C=NNc2nc(-c3ccc(Cl)cc3)c(C#N)c(N3CCOCC3)n2)cc(OC)c1OC	59
CCN1C(=S)N(CC)C2C1N=C(SC)N2/N=C/C=C/c1ccccc1[N+](=O)[O-] (stereo unspecified)	84
O=C1c2cc(O)cc(O)c2[C@H](c2cc(O)cc(O)c2)[C@H]1c1ccc(O)cc1	90
COc1ccc2nc(Cl)c(/C=C3\CC(c4ccccc4)=NN(c4ccccc4)C3=O)cc2c1	99
Clc1ccc(C2CC(c3ccccc3)=NN2Cn2nnc3ccccc32)cc1 (stereo unspecified)	95
CCOC(=O)c1c(Nc2nc3ccccc3s2)sc2c1CCC(=O)C2	59
COc1ccc(-c2cc(-c3ccc(OC)cc3)n(-c3ccc(-c4nc(N)n[nH]4)cc3)n2)cc1	118
Cc1c(C(N)=O)sc2nc(SCC(=O)N3NC(=O)C(Cc4ccccc4)C3=O)n(Cc3ccccc3)c(=O)c12 (stereo unspecified)	101
C[C@H](C(=O)Nc1ccc(S(N)(=O)=O)cc1)S(=O)(=O)c1ccccc1	101
CCCCC(=O)N1C(=O)c2ccccc2S1(=O)=O	99
O=[N+]([O-])c1ccc(/C=C(/C2=NCCN2)n2ccc3ccccc32)cc1	81
O=C(C[n+]1ccccc1Cl)c1ccc(Br)cc1	104
CCCCCCCCCCCCOC(=S)CCl	82
CC(C)C(C#N)(C(C)C)C(C)C	109
COC(=O)Cc1nc2ccccc2n1C(=O)N1c2ccccc2Sc2ccccc21	68
COc1cc(/C=C\c2cc(OC)c(OC)c(OC)c2)cc(NS(=O)(=O)c2ccc(Cl)cc2)c1OC	-31*
C[C@H]1CC[C@H]2C3=C1C(=O)O[C@@]3(O)[C@@]1(C)CC(=O)C[C@H]1C[C@@H]2C	106
More results follow.
SMILES	HL-60(TB)
O=S(=O)(Nc1cc(Sc2cccc3cccnc23)c(O)c2ccccc12)c1ccccc1	-21*
CC12CC[C@@H]3[C@]4(C)COC(c5c(F)cccc5F)O[C@@H]4CC[C@@]3(C)[C@@H]1CC(C1=CCOC1=O)O2 (stereo partly specified)	60
CN1CCN(CC(=O)N(C)c2ccc(N=C(c3ccccc3)c3c(O)[nH]c4ccc([N+](=O)[O-])cc34)cc2)CC1	54
Cn1c(C(N)=O)cc2c1-c1nc(N)ncc1CCC2	120
CC(C(OC(=O)C(c1ccccc1)c1ccccc1)c1ccccc1)N(C)C (stereo unspecified)	81
Cc1ccc2c(c1)c(-c1nc(-c3cn(C)c4ncccc34)cs1)cn2C(=O)OC(C)(C)C	87
Oc1ccc(CCC2CCNc3ccccc32)cc1 (stereo unspecified)	87
C=CCSc1nnc(-c2ccc(-c3nc4ccc(C)cc4[nH]3)cc2)o1	104
CC1=CC(=O)C(C(C)=Nc2cccc(Cl)c2)C(=O)O1 (stereo unspecified)	63
OCCN(CCO)CCN1c2ccccc2Sc2ccccc21	108
O=C(/C=C/c1ccccc1Br)c1cccc(OCCCCOc2cccc(C(=O)/C=C/c3ccccc3Br)c2)c1	92
CO[C@H]1/C=C/C=C/C=C/C[C@H](OC(=O)[C@@H](C)NC(=O)C2CCCCC2)[C@H](C)[C@@H](O)/C(C)=C\CCC2=CC(=O)C=C(NC(=O)C1)C2=O	-27*
C/C(=N\Nc1nc(C)cs1)c1cc2ccccc2o1	83
COc1ccc2c(c1)NC1=C(C(=O)OC1)C2c1cc(OC)c2c(c1)OCO2 (stereo unspecified)	0.7*
O=C(COc1cc(Cl)c(Cl)cc1Cl)Nc1ccc([N+](=O)[O-])cc1Cl	101
COc1ccc2c(c1)c(-c1nc(-c3cn(C)c4ncccc34)cs1)cn2CCNC(=O)OC(C)(C)C	50
CNC(=O)c1ccc(Cl)c(Cl)c1	100
COc1ccc(C2CC(c3cnccn3)=NN2C(C)=O)cc1OC (stereo unspecified)	72
COc1cc(-c2nnc(-c3nc(-c4cc(OC)c(OC)c(OC)c4)n4ccccc34)o2)ccc1N	65
COC(=O)c1cc(Cl)cc([N+](=O)[O-])c1O	19
Cc1ccc(-n2cc(/C=N/NC(=O)c3nc(N)n[nH]3)c(-c3ccc(S(C)(=O)=O)cc3)n2)cc1	95
C=C(CC(=O)OC)C(C)=O	96
CCC(=O)OCCCOCCCOc1ccccc1	114
C(CSC1=NCCN1)CSC1=NCCN1	93
OCC(O)CO	99
CCCCn1c(-c2ccc(O)cc2)cn2c3c(=O)[nH]c(=O)n(C)c3nc12	49
CN(C)C=Nc1nc(=O)n([C@@H]2O[C@H](CO)[C@@H](O)C2(F)F)cc1F	11
COC(=O)Nc1nc2ccc(Sc3ccccc3)cc2[nH]1	-5.9*
Cc1cc2c(-c3nc4cc(O)ccc4[nH]3)c(O)c(O)cc2c(O)c1-c1c(C)cc2c(-c3nc4ccc(O)cc4[nH]3)c(O)c(O)cc2c1O	104
O=C(O)c1cccc2cccnc12	106
O=C1C[C@H]2c3ccccc3N(Cc3ccccc3)[C@H]2C1C(=O)N1CCCCC1 (stereo partly specified)	90
CCCC1CCC(O)(C(C)(O)C(=O)NC2C(=O)N3NCCCC3C(=O)N(O)C(C)C(=O)N3NCCCC3C(=O)N3NCC(O)CC3C(=O)NC(C)C(=O)OC2C(C)C)OC1CC (stereo unspecified)	-91*
Cc1cc(C(=O)c2ccc(Cl)cc2)ccc1O	147
COc1ccc(N)cc1Cl	80
Cc1nc(Nc2ccc(Cl)cc2)sc1C(=O)/C=C/c1c(Cl)cccc1Cl	74
CNS(=O)(=O)c1ccc(C)cc1C	112
NC(=NCCCC1(c2ccccc2)CCCC1)Nc1ccc(Cl)cc1	77
CC(NC(=O)C(NC(=O)OCc1ccccc1)C(C)O)C(=O)OCc1ccccc1 (stereo unspecified)	93
CC[C@]12C=CCN3CC[C@@]4(c5ccc(OC)cc5N(C)[C@H]4[C@@](O)(C(=O)OC)[C@@H]1OC(=O)CCCOc1cc(O)c4c(=O)cc(-c5ccccc5)oc4c1)[C@@H]32	119
CN(C)C(=O)CCl	105
COc1cccc(CCC(=O)O)c1	106
C=CCOc1ccc2c(C)cc(=O)oc2c1	118
CN1CCN(c2ccc(Nc3nc(NCCNC(=O)c4ccc(Cl)cc4)c4sccc4n3)cc2)CC1	99
Nc1cc2c(cc1Br)[nH]c(=O)c1ccccc12	91
COc1ccc(C(=O)CSc2nc(-c3cccnc3)cc(-c3ccc(OC)c(OC)c3)c2C#N)cc1	112
Cc1ccc(NC2=C3CCCCC3OC2=O)cc1 (stereo unspecified)	64
COCCn1c(-c2ccnn2C)nnc1N1CCC(F)(F)C1	102
O=[N+]([O-])c1ccc(OCCOc2ccc(S(=O)(=O)F)cc2)c(Cl)c1	93
CN1CCN(C(=O)c2c3c(n4ccccc24)C(=O)c2ncccc2C3=O)CC1	53
ClC(Cl)=C(Cl)C(Cl)(Cl)Cl	100
Cc1nc(NC(=O)COc2ccc(/C=C3\Cc4ccc(Cl)cc4C3=O)cc2)sc1C	87
Cc1ccc(C)c2sc(NN)nc12	106
CC1(C)CC=CC(COC(=O)c2ccccc2C(=O)O)C1 (stereo unspecified)	55
C/C(=N\NC(=O)CSc1nc2ccccc2c(=O)n1CCc1ccc(S(N)(=O)=O)cc1)c1ccc(N)cc1	88
c1ccc(C(c2ccccc2)c2ccc(C(c3ccccc3)(c3ccccc3)c3ccccc3)cc2)cc1	108
CCCC(C(=O)OCCN(CC)CC)(c1ccccc1)c1ccccc1	84&86&90
Clc1ccccc1C=Nc1ccc2c(c1)Cc1ccccc1-2	97
COc1ccc(C2SCC(=O)N2NC(=O)C(O)(c2ccccc2)c2ccccc2)cc1 (stereo unspecified)	88
CCCCNCC(O)c1ccccc1 (stereo unspecified)	79
Cc1cc(=O)c(C(=O)N[C@@H](C(=O)N[C@@H]2C(=O)N3C(C(=O)O)=C(CSc4nnnn4C)CSC23)c2ccc(O)cc2)c[nH]1 (stereo partly specified)	92
Continued.
SMILES	HL-60(TB)
Brc1ccc2[nH]c(-c3cn(Cc4ccccc4)c4ncccc34)nc2n1	99
O=c1c2cccc(Br)c2[nH]c(=S)n1-c1ccc(S(=O)(=O)Nc2ccc(Cl)nn2)cc1	102
CCOc1cccc(/C=C2\NC(=S)N(c3ccccc3)C2=O)c1O	101
CN(C)S(=O)(=O)Oc1ccc(-c2ccc3sccc3c2)cc1	99
Cn1ccc2cc(NC(=O)Cn3cc(CN4CCCC4)nn3)ccc21	100
COc1cccc2c1C=CC1(O2)Oc2cccc(OC)c2C=C1C (stereo unspecified)	0.8*
C=C1C(=O)O[C@H]2[C@H]1CC/C(COC(=O)c1cccnc1N)=C\CC[C@@]1(C)O[C@@H]21	-3.6*

In the list so far, these have two or more sulfur atoms.
SMILES	HL-60(TB)
COc1ccc(C(=O)CSc2nc(Nc3cccc(S(N)(=O)=O)c3)c3ccccc3n2)cc1	92
Fc1ccc(Cc2nnc(NC(=S)Nc3ccccc3)s2)cc1	103
NC(=O)CSc1oc(-c2ccccc2)nc1S(=O)(=O)c1ccccc1	59
CCN1C(=S)N(CC)C2C1N=C(SC)N2/N=C/C=C/c1ccccc1[N+](=O)[O-] (stereo unspecified)	84
CCOC(=O)c1c(Nc2nc3ccccc3s2)sc2c1CCC(=O)C2	59
Cc1c(C(N)=O)sc2nc(SCC(=O)N3NC(=O)C(Cc4ccccc4)C3=O)n(Cc3ccccc3)c(=O)c12 (stereo unspecified)	101
C[C@H](C(=O)Nc1ccc(S(N)(=O)=O)cc1)S(=O)(=O)c1ccccc1	101
O=S(=O)(Nc1cc(Sc2cccc3cccnc23)c(O)c2ccccc12)c1ccccc1	-21*
C(CSC1=NCCN1)CSC1=NCCN1	93
C/C(=N\NC(=O)CSc1nc2ccccc2c(=O)n1CCc1ccc(S(N)(=O)=O)cc1)c1ccc(N)cc1	88
Cc1cc(=O)c(C(=O)N[C@@H](C(=O)N[C@@H]2C(=O)N3C(C(=O)O)=C(CSc4nnnn4C)CSC23)c2ccc(O)cc2)c[nH]1 (stereo partly specified)	92
O=c1c2cccc(Br)c2[nH]c(=S)n1-c1ccc(S(=O)(=O)Nc2ccc(Cl)nn2)cc1	102
CN(C)S(=O)(=O)Oc1ccc(-c2ccc3sccc3c2)cc1	99
